Bioassay records (PubChem BioAssay)
ABHD5 PLIN5 PPI = ABHD5-PLIN5 protein interaction inhibition; Q00G26+Q8WTS1; Split G. princeps luciferase complementation, luminescence, 4 h; inhibition, % at 4 µM; 360,000 compounds, 0.78% hits;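 active = inhibition above the mean inhibition across every tested compound plus 3 SD, cut at about 22% in these data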;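 also: 0% = DMSO only wells and the 100% control is not disclosed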
NOD2 RIPK2 PPI = inhibitors of human NOD2-RIPK2 interaction; O43353; CHO BLA complementation NOD2-RIPK2, CCF4 ratio; inhibition, % at 4.98 µM; 360,000 compounds, 0.38% hits; AID 624267; in the data active = inhibition above about 21%;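 also: 0% = vehicle only and 100% = reference blocker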
Cardio protect = modulators protecting cardiomyocytes from myocardial damage | H9c2 cardiomyocytes, H2O2 injury protection, ATPLite, 2 h | protection from H2O2 cell death, % at 20 µM | 360,000 compounds, 0.63% hits | AID 588492;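 active = compounds giving at least 50% protection of heart cells from peroxide-induced death in the single-dose screen, raw or plate-pattern-corrected value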;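 also: 0% = DMSO wells with peroxide and 100% = DMSO wells without peroxide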
ABCB6 inh MLPCN = blocks the human ABCB6 transporter | fluorescence ratio to DMSO, % at 10 µM | 360,000 compounds, 0.19% hits | K562-ABCB6 porphyrin accumulation, flow cytometry, 1 h; hits give low values | Q9NP58;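 active = fluorescence ratio to DMSO below 75%, the collection mean minus 3 SD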;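 also: signal is porphyrin accumulated inside mitochondria; 100% equals median channel fluorescence of DMSO control wells; lower ratio means ABCB6 inhibition with less porphyrin fluorescence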
N-glyco inh = N-linked glycosylation inhibition. D54 ERlucT glycosylation luciferase reporter, 24 h; percent of 100 nM tunicamycin response. reporter increase, % at 12.5 µM. 360,000 compounds, 0.23% hits. AID 588692;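 active = mean luciferase reporter signal, scaled so untreated is 0 and the glycosylation-blocking control 100, at or above a set limit in every replicate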;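 also: luciferase carries N-glycosylation sites so blocking glycosylation raises the light; 0% = median of neutral control wells and 100% = median of 100 nM tunicamycin wells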
MC4R antag cAMP = blocks human MC4R cAMP signaling; 360,000 compounds, 0.48% hits; inhibition, % at 6.5 µM; MC4R-expressing cells, MTII-stimulated cAMP, LANCE TR-FRET;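 active = inhibition above its plate's cutoff, the mean of tested wells on that plate plus 3 SD, cut at about 29% in these data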;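 also: 0% = Melanotan II alone and 100% = Melanotan II plus saturating MCL0020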
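material = U2OS cells stably expressing human melanocortin 4 receptor (MC4R) | also added = Melanotan II challenge | dosing = single nominal compound dose of 6.5 µM | detection = TR-FRET with Eu-cAMP and labeled anti-cAMP, 671 nm | replication = singlicate | timing = compound 30 min, challenge 1 h, detection 1 h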
MC4R ag barr = agonists of human melanocortin 4 receptor (MC4R) beta-arrestin | P32245 | U2OS MC4R beta-arrestin complementation, luminescence; percent of melanotan II response, DMSO zero | activation, % at 8.9 µM | 360,000 compounds, 0.98% hits | AID 540308;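 active = activation above a per-plate cutoff, the mean activation of sample wells on that plate plus 3 SD, cut at about 8% in these data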
HTR2A ag = mouse HTR2A agonism via beta-arrestin recruitment | P35363 | 360,000 compounds, 0.66% hits | activation, % at 7.6 µM | CHO-K1 mHTR2A beta-arrestin complementation, luminescence; percent of 30 µM serotonin response;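 active = activation above a run cutoff, the mean activation of all tested compounds plus 3 SD, cut at about 14% in these data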;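 also: 0% = plate median of compound wells and 100% = 30 µM serotonin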
TLR9-MyD88 inh = blocks human TLR9 binding to MyD88 | Q9NR96+Q99836 | CHO BLA complementation TLR9-MyD88, CCF4 FRET ratio | inhibition, % at 4.98 µM | 340,000 compounds, 0.21% hits;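 active = inhibition above the mean over all tested compounds plus 3 SD, cut at about 21% in these data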;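 also: 0% = DMSO only wells and 100% = clavulanate BLA inhibitor control wells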
SRC2 inh = human SRC2 (NCOA2) inhibition | inhibition, % at 9 µM | AID 651957 | Q15596 | HEK293 GAL4-SRC2 luciferase reporter, luminescence | 370,000 compounds, 0.17% hits;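 active = inhibition above the mean inhibition of all tested compounds plus 3 SD, set per campaign, cut at about 52% in these data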;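 also: 0% = DMSO treated cells and 100% = cells given Gossypol at 36 µM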
* = called active by the depositor; · = not tested or not shown.

SMILES	ABHD5 PLIN5 PPI	NOD2 RIPK2 PPI	Cardio protect	ABCB6 inh MLPCN	N-glyco inh	MC4R antag cAMP	MC4R ag barr	HTR2A ag	TLR9-MyD88 inh	SRC2 inh
CS(=O)(=O)N1CCC(C(=O)Nc2c(F)cccc2F)CC1	-3	-2	0	90	2	5	0.0	0	6	3
CCOC(=O)c1nnc2cc(-c3ccccc3)nn2c1C	-2	8	9	88	-1	2	-1.1	4	4	-60
CN1CCN(c2ccc(S(=O)(=O)N3CCCCC3)cc2NC(=O)/C=C/c2ccc(OC(F)F)cc2)CC1	12	4	13	95	-6	-7	-1.9	-10	8	21
C[C@@H]1C(=O)OC[C@H]1NC(=O)OCc1ccccc1	3	-7	-3	96	4	7	-0.2	2	-2	-3
Cc1ccc(SCC(=O)OCC(=O)NCCCc2ccccc2)cc1	1	2	0	95	0	-1	-4.0	-8	-10	-9
COc1cc(OC)cc(C(=O)NNC(=O)CCc2nc3ccccc3c(=O)[nH]2)c1	6	-6	56*	104	0	6	-0.8	1	-8	-18
CCOc1ccc(C(=O)N[C@H](C(=O)NC2CCCCC2)C(C)C)cc1	5	16	-5	97	1	2	-1.6	10	3	-10
Cc1ccc(N2C(=O)N(CC(=O)Nc3cc(C)cc(C)c3)C(=O)C2C)cc1 (configuration not stated)	4	-4	-3	103	0	3	-0.8	0	-2	20
CC(C)CNC(=O)C(=O)NCC1CCCN1S(=O)(=O)c1cccs1 (configuration not stated)	-3	-23	4	100	1	6	-1.3	2	1	4
O=C(CSc1nnc(NC(=O)CN2CCOCC2)s1)Nc1ccccc1	1	-19	-7	95	1	7	-0.9	2	-3	-8
CC1=C(C(=O)N(C)C)CC(CC(=O)NCCCCc2ccccc2)C(=O)N1CCC1=CCCCC1 (configuration not stated)	0	-2	1	101	-1	24	0.3	-7	5	7
O=C(CN(C1CCCCC1)S(=O)(=O)c1ccccc1)NCC1CCCO1 (configuration not stated)	-4	5	6	95	1	11	-0.8	1	0	-65
COc1ccccc1CNS(=O)(=O)c1ccc(-n2cnnn2)c(C)c1	-6	-4	5	95	-1	11	3.2	5	-1	1
C[C@@H]1CN([C@@H](C)CO)C(=O)c2cc(NC(=O)c3ccncc3)ccc2O[C@@H](C)CCCCO[C@@H]1CN(C)C(=O)Cc1ccccc1	-8	-2	7	97	-1	8	0.2	-1	2	11
CCCc1cc(=O)oc2cc(OCC(=O)NCCCN3CCOCC3)c(Cl)cc12	13	-5	1	99	1	1	-1.3	-3	-14	5
COC(=O)c1ccc(NC(=O)C2CC(=O)N(c3ccc(C)cc3)C2)cc1 (configuration not stated)	-8	-3	-13	81	1	-2	-0.8	-2	-3	-41
NC(=O)c1nn(-c2ccc(Oc3ccccc3)cc2)c(=O)cc1O	-1	-1	-5	101	0	7	-1.6	2	2	-59
CC(C)C(NC(=O)c1cccs1)C(=O)NC1=NCCS1 (configuration not stated)	-5	-9	7	91	1	5	-0.5	2	1	-36
COC(=O)C1C2C=CC3(CN(CCc4ccccc4)C(=O)C13)O2 (configuration not stated)	-1	1	6	107	2	-2	-1.3	-1	3	-16
Cc1ccc(C(=O)NNC(=O)c2cc3cc4ccccc4nc3s2)cc1	2	15	-18	95	0	3	1.2	-3	12	-12
COc1ccc(Br)cc1CSC(=N)N	7	2	-12	99	5	-2	-2.3	-6	4	22
CCOC(=O)C1(C)CCCN(C(=O)c2ccc(OC(F)F)cc2)C1 (configuration not stated)	-3	-2	2	99	1	-2	-2.5	-2	·	-2
CN(C(=O)/C=C/c1ccccc1)C1CCS(=O)(=O)C1 (configuration not stated)	9	1	-5	97	3	-3	0.1	5	0	7
CCCC(C)NCC(=O)Nc1ccccc1-c1ccccc1 (configuration not stated)	4	-13	2	95	-7	16	-0.8	-2	-10	-8
Clc1ccccc1SCc1nc2ccccc2[nH]1	1	-8	-7	96	-1	2	-1.2	-4	-4	-17
Cc1ccc(S(=O)(=O)NC(=O)NCc2ccc3c(c2)OCO3)cc1	-1	-4	-6	100	3	2	-0.9	4	3	-16
O=c1cc(-c2ccc(Br)cc2)[nH][nH]1	-57	-2	-6	100	3	7	0.1	-4	-5	5
O=C(O)c1csc(Cc2ccccc2)n1	2	-3	2	101	1	7	-1.8	11	8	-30
O=c1[nH]c2ccccc2nc1Cc1ccccc1	-4	-2	8	101	1	0	-1.8	3	7	-10
Cc1cc(S(=O)(=O)Nc2ccc(C(=O)NCC3(N4CCCCC4)CCCCC3)cc2)ccc1F	0	-4	4	105	-6	-4	-3.3	-7	-3	3
COc1ccccc1NS(=O)(=O)c1ccc2c(c1)NC(=O)C(C)S2 (configuration not stated)	2	-7	-10	96	0	-2	1.0	4	8	-14
O=C(C1=C[C@@H](c2ccc(Br)cc2)C[C@@H](OCc2ccc(CO)cc2)O1)N1CCN(Cc2ccc3c(c2)OCO3)CC1	-2	-6	2	95	-3	6	-0.7	-10	-21	·
Cc1nn(-c2ccc(Cl)c(Cl)c2)c(C)c1C(=O)O	-7	-1	2	98	1	28	1.4	1	-19	9
O=c1[nH]ccc2c(O)cccc12	-2	1	90*	96	1	5	-1.1	16*	6	-44
Cc1ccc(S(=O)(=O)N2CCN(C(=O)CSC3CCCC3)CC2)c(C)c1	-1	8	-2	93	-5	3	-1.6	0	2	-7
O=C(Nc1ccc(CN2CCOCC2)cc1)c1ccc(F)cc1	-4	-15	-5	98	-2	-1	-0.1	7	-2	-31
O=C(NCc1ccccc1)C(c1ccccc1)N(Cc1ccc2c(c1)OCO2)C(=O)Cc1cccs1 (configuration not stated)	-3	-1	30	91	-4	11	-1.0	-5	-2	5
COC(=O)Cn1c(CN2CCN(c3ccc(F)cc3)CC2)nc2c1c(=O)n(C)c(=O)n2C	3	0	-29	95	-1	29*	0.7	1	-11	·
CCN(CCNC(=O)C1CCN(c2nnc(-n3cccc3)s2)CC1)c1ccccc1	-4	-10	8	97	-1	2	1.2	-8	-4	2
COc1ccc(-c2cc(C3CCN(Cc4ccc([N+](=O)[O-])cc4)CC3)[nH]n2)cc1	3	-5	-8	99	-4	-3	-0.2	-4	·	0
CCCN(CCC)C(=O)/C=C/c1cccc([N+](=O)[O-])c1	-4	-12	12	95	0	-5	-2.4	1	-11	9
COc1ccc(C(C#N)c2ccc(Cl)nn2)cc1 (configuration not stated)	-1	-9	-1	103	0	7	-0.5	1	·	-31
NC(=O)COc1ccc2cc(-c3ccccc3)c(=O)oc2c1	1	1	5	96	-1	8	-1.5	12	5	-48
COc1ccc(-c2cc(=O)oc3c(C)c(OCC(=O)Nc4cccnc4)ccc23)cc1	-4	-3	-8	86	-4	3	-2.7	-1	-3	-24
Nc1nc(NCc2ccccc2)nc(Nc2ccc(F)cc2)c1[N+](=O)[O-]	0	-3	4	98	2	-9	-0.3	-1	1	-17
O=C1/C(=C/c2ccc3c(c2)OCO3)SC(=S)N1CCC(=O)N(CCO)c1ccccc1	-8	11	-1	104	-1	1	0.6	-4	-2	9

Of the compounds above, these have fluorine.
SMILES	ABHD5 PLIN5 PPI	NOD2 RIPK2 PPI	Cardio protect	ABCB6 inh MLPCN	N-glyco inh	MC4R antag cAMP	MC4R ag barr	HTR2A ag	TLR9-MyD88 inh	SRC2 inh
CS(=O)(=O)N1CCC(C(=O)Nc2c(F)cccc2F)CC1	-3	-2	0	90	2	5	0.0	0	6	3
CN1CCN(c2ccc(S(=O)(=O)N3CCCCC3)cc2NC(=O)/C=C/c2ccc(OC(F)F)cc2)CC1	12	4	13	95	-6	-7	-1.9	-10	8	21
CCOC(=O)C1(C)CCCN(C(=O)c2ccc(OC(F)F)cc2)C1 (configuration not stated)	-3	-2	2	99	1	-2	-2.5	-2	·	-2
Cc1cc(S(=O)(=O)Nc2ccc(C(=O)NCC3(N4CCCCC4)CCCCC3)cc2)ccc1F	0	-4	4	105	-6	-4	-3.3	-7	-3	3
O=C(Nc1ccc(CN2CCOCC2)cc1)c1ccc(F)cc1	-4	-15	-5	98	-2	-1	-0.1	7	-2	-31
COC(=O)Cn1c(CN2CCN(c3ccc(F)cc3)CC2)nc2c1c(=O)n(C)c(=O)n2C	3	0	-29	95	-1	29*	0.7	1	-11	·
Nc1nc(NCc2ccccc2)nc(Nc2ccc(F)cc2)c1[N+](=O)[O-]	0	-3	4	98	2	-9	-0.3	-1	1	-17

These rows are one share of the data; count on the stated rates, not on these rows.
